Screens as filed in PubChem.
HSP90 refold inh – inhibitors of HSP90 luciferase refolding in rabbit reticulocyte lysate | inhibition, % at 5.6 µM | 290,000 tested, 0.91% active | luciferase refolding luminescence, 3 h | AID 1789;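 active means inhibition above the screen-wide mean plus 3 SD, computed separately per campaign, cut at about 16% in these data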;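 further: 0% = DMSO wells and 100% = 60 µM geldanamycin wells; inhibitors lower the luminescence because luciferase stays unfolded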
DYRK1A inh – inhibitors of rat Dyrk1A kinase; Q63470; ADP-Glo luminescence, NFATc1 peptide; inhibition, % at 12.5 µM; 310,000 tested, 0.43% active; in the data active means inhibition above about 50%;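 further: plate controls were vehicle with enzyme for no effect and no enzyme for full effect; many of its hits are not listed in these tables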
Platelet DG rel – modulates dense granule release in human platelets; human platelet-rich plasma, SFLLRN dense granule ATP release, luminescence; inhibition, %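 (compounds screened at 7.5 µM in platelet-rich plasma)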; 300,000 tested, 0.22% active;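 active means mean replicate score, as percent of positive control, at or above 50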
IEC-6 cytotox – IEC-6 cytotoxicity, counter-screen for KLF5 inhibitors; luminescence viability; inhibition, % at 5 µM; 290,000 tested, 0.78% active; in the data active means inhibition above about 22%;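 further: 0% = plate median of test compound wells and 100% = cytotoxic reference compound wells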
HSF1 inh – HSF1 inhibition. NIH3T3-HGL HSE-luciferase, MG132-induced, luminescence 8 h; active compounds read low. activity change, negative = inhibition, % at 7.5 µM (by protocol). AID 2098. 300,000 tested, 0.77% active;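 active means more than half of replicate wells show activity change below -50%, luminescence cut by over half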;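 further: luciferase reports HSF-1 transcriptional activity via heat shock element; 0% = median of DMSO wells and -100% = zero luminescence signal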
GSK3B inh – blocks human GSK3beta kinase activity; GST-GSK3beta kinase, ADP-Glo luminescence, 60 min; active compounds read low; activity score (negative = inhibition), % at 10 µM; 300,000 tested, 0.038% active; P49841; AID 2097;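 active means more than half of replicate wells score below -50%, meaning over 50% inhibition versus plate controls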;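 further: 0% = median DMSO wells and -100% = median GW8510 positive control wells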
Target sequence (P49841 whole entry, looked up): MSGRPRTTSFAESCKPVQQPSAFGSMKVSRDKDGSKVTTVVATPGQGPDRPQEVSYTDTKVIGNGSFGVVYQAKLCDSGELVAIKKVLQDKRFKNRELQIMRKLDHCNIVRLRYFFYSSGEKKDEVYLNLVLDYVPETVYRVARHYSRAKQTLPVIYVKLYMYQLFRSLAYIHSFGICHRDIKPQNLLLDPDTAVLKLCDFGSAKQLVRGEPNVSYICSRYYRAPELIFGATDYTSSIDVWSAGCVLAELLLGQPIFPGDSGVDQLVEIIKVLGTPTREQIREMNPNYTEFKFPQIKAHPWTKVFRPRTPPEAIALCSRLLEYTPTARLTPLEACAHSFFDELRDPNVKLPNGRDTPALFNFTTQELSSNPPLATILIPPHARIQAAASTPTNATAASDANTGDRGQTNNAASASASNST
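Assay system: GST-fused GSK3beta enzyme, cell-free / Medium: Tris pH 7.5 buffer with MgCl2, DTT, BSA, heparin / Also added: peptide substrate plus 25 µM ATP (final) / Compound: 10 µM single point / Timing: kinase reaction with compound 60 min at room temperature / Detection: ADP-Glo luminescence / Benchmarks: DMSO neutral wells and GW8510 at 20 µM as positive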
aSyn UTR inh – MLPCN primary screen, SNCA 5' untranslated region. alpha-synuclein 5'UTR reporter, inhibitor activity. inhibition, % (tested at 7.5 µM). 300,000 tested, 0.82% active; in the data active means inhibition above about 60%;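 further: H4 neuroglioblastoma cells stably carrying SNCA 5'UTR luciferase fusion; 0% = DMSO wells and 100% = positive control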
GSK3A inh – human GSK-3 alpha kinase inhibition; 320,000 tested, 0.1% active; inhibition, % at 10 µM; ADP-Glo luminescence, 60 min;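 in the data active means inhibition above about 50%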;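 further: GST-tagged GSK-3 alpha with peptide substrate and 25 µM ATP; 0% = DMSO neutral wells and 100% = GW8510 positive control wells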
Target sequence (P49840 whole entry, looked up): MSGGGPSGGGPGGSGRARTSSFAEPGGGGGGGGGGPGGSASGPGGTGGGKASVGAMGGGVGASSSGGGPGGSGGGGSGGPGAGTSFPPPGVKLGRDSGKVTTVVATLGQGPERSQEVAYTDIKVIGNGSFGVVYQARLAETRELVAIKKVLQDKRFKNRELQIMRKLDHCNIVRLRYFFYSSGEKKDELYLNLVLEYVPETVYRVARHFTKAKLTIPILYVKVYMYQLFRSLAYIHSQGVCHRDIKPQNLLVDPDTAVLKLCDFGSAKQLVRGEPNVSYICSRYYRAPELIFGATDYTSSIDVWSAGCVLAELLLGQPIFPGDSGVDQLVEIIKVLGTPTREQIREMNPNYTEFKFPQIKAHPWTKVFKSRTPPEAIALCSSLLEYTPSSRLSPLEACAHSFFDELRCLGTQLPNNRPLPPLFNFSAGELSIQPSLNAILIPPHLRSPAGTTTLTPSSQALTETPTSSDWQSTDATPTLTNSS
HSF1 activator – increases HSF-1 driven luciferase reporter signal. NIH3T3-HGL HSF-1 luciferase reporter, MG132, 8 h; 100% = twice DMSO control signal. activation, % at 9 µM. 300,000 tested, 1.7% active. AID 504408;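 active means mean replicate activation of at least 50% with a set share of replicates each reaching 50%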;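 further: 0% = median of the neutral control wells and 100% = twice that signal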
KLF5 inh – inhibitors of KLF5 expression | DLD-1 KLF5 promoter-luciferase reporter, luminescence | inhibition, % at 5 µM | 290,000 tested, 0.23% active | AID 1700;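 active means inhibition above a per-plate limit of that plate's mean compound inhibition plus 3 SD, cut at about 60% in these data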;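 further: 0% = DMSO wells and 100% = LY294002 at 200 µM; higher means less KLF5 promoter-driven luciferase light; inactives centre near -14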
* = called active by the depositor; . = no result given.

Labels used below – A = HSP90 refold inh; B = DYRK1A inh; C = Platelet DG rel; D = IEC-6 cytotox; E = HSF1 inh; F = GSK3B inh; G = aSyn UTR inh; H = GSK3A inh; I = HSF1 activator; J = KLF5 inh
[1] CCOCC(=O)Nc1nnc(Cc2ccc(OC)cc2)s1
  A: 3 | B: 8 | C: 14 | D: 0 | E: 5 | F: 3 | G: 16 | H: -4 | I: -12 | J: -31

[2] Cc1ccc(NC(=S)NC2CC3CCCC(C2)N3Cc2cccs2)cc1 (stereo not drawn)
  A: 2 | B: 6 | C: -10 | D: -2 | E: 3 | F: 3 | G: -3 | H: 0 | I: -3 | J: -5

[3] COC1CCCCC1Nc1cc(C)ccc1C (stereo not drawn)
  A: 0 | B: 0 | C: 1 | D: -8 | E: -3 | F: 2 | G: 6 | H: -7 | I: 12 | J: -33

[4] COc1ccc(NS(=O)(=O)c2ccc(NC(=O)c3ccccc3)cc2)nn1
  A: -2 | B: -1 | C: 2 | D: 3 | E: -8 | F: 1 | G: 5 | H: -4 | I: -2 | J: -2

[5] CCC(C)C(=O)Nc1nnc(-c2cccs2)s1 (stereo not drawn)
  A: 4 | B: 7 | C: . | D: 4 | E: . | F: . | G: . | H: 0 | I: . | J: -19

[6] COC(=O)c1ccc(N2C(=O)CC(SCCN)C2=O)cc1 (stereo not drawn)
  A: -4 | B: -4 | C: 3 | D: 4 | E: -1 | F: -1 | G: -84 | H: 0 | I: 22 | J: -88

[7] CN1CCN(c2ccc(NC(=O)c3ccco3)cc2Cl)CC1
  A: 10 | B: 4 | C: 7 | D: -4 | E: -22 | F: -3 | G: -15 | H: -3 | I: -24 | J: -124

[8] Cc1nnc(NC(=O)c2ccc(C)c(S(=O)(=O)N3CCOCC3)c2)s1
  A: 2 | B: -4 | C: 5 | D: 13 | E: 0 | F: 0 | G: 16 | H: -2 | I: 36 | J: -7

[9] CN(Cc1nc2ccccc2c(=O)[nH]1)Cc1cc(=O)oc2ccc3ccccc3c12
  A: 1 | B: 4 | C: -1 | D: 0 | E: 5 | F: 8 | G: -6 | H: -2 | I: -5 | J: -8

[10] Cc1cc(N2CCC(C)CC2)n2ncc(-c3ccccc3)c2n1
  A: 45* | B: 0 | C: -12 | D: 3 | E: -79* | F: -1 | G: -52 | H: 1 | I: -81 | J: -63

[11] CCOC(=O)c1c(C)n(C)c2ccc(O)c(CN3CCCCC3)c12
  A: 1 | B: -10 | C: -4 | D: 6 | E: 7 | F: 0 | G: -21 | H: -2 | I: 10 | J: -29

[12] Cc1ccc(/C=N/NC(=O)c2ccoc2C)s1
  A: 0 | B: 7 | C: 16 | D: 4 | E: 4 | F: -16 | G: -120 | H: 1 | I: -4 | J: -83

[13] C#CCOCCOCCOCCNc1nc(N2CCN(C(=O)[C@H]([C@@H](C)CC)n3cc([C@@H](N)CO)nn3)CC2)nc(N2CCN(C(=O)[C@H](Cc3ccc(O)cc3)n3cc([C@@H](N)CC(C)C)nn3)CC2)n1
  A: 11 | B: -5 | C: 10 | D: -7 | E: -5 | F: -20 | G: -1 | H: -1 | I: 8 | J: -23

[14] Cc1ccc(-c2csc3ncn(CC(=O)O)c(=O)c23)cc1C
  A: -7 | B: -3 | C: -1 | D: 2 | E: 3 | F: 3 | G: 0 | H: -1 | I: 9 | J: -19

[15] CCOc1ccc(NC(=S)N(CCOC)C(C)c2cccnc2)cc1 (stereo not drawn)
  A: 0 | B: -6 | C: 5 | D: 4 | E: -8 | F: -1 | G: -3 | H: 1 | I: -9 | J: -13

[16] Fc1ccc(/C=N/Nc2nn[nH]n2)cc1
  A: 0 | B: -1 | C: -1 | D: -2 | E: -2 | F: 1 | G: 7 | H: -1 | I: 9 | J: -28

[17] CCOC(=O)c1[nH]ncc1CN1CCCC(C(=O)c2ccc(C(C)(C)C)cc2)C1 (stereo not drawn)
  A: 1 | B: -3 | C: -5 | D: 5 | E: -2 | F: -1 | G: -8 | H: 1 | I: 17 | J: -22

[18] CN1CCN(CCCNC(=O)c2cn(C)c3ccc(S(=O)(=O)N(C)C)cc3c2=O)CC1
  A: -1 | B: 1 | C: . | D: 4 | E: . | F: . | G: . | H: . | I: . | J: -8

[19] CC(C)CN(CC(C)C)CC(O)COc1ccccc1Br (stereo not drawn)
  A: 0 | B: -2 | C: 5 | D: -1 | E: -2 | F: 3 | G: -2 | H: -2 | I: 5 | J: -21

[20] CN1CCN(C(=O)c2cc3nc(-c4ccccc4)cc(-c4ccccc4)n3n2)CC1
  A: 3 | B: 4 | C: 0 | D: 1 | E: 2 | F: 1 | G: 27 | H: 2 | I: 3 | J: -11

From entry 12 as far as 20, as listed above:
Labels used below – A = HSP90 refold inh; B = DYRK1A inh; C = Platelet DG rel; D = IEC-6 cytotox; E = HSF1 inh; F = GSK3B inh; G = aSyn UTR inh; H = GSK3A inh; I = HSF1 activator; J = KLF5 inh
[12] Cc1ccc(/C=N/NC(=O)c2ccoc2C)s1
  A: 0 | B: 7 | C: 16 | D: 4 | E: 4 | F: -16 | G: -120 | H: 1 | I: -4 | J: -83

[13] C#CCOCCOCCOCCNc1nc(N2CCN(C(=O)[C@H]([C@@H](C)CC)n3cc([C@@H](N)CO)nn3)CC2)nc(N2CCN(C(=O)[C@H](Cc3ccc(O)cc3)n3cc([C@@H](N)CC(C)C)nn3)CC2)n1
  A: 11 | B: -5 | C: 10 | D: -7 | E: -5 | F: -20 | G: -1 | H: -1 | I: 8 | J: -23

[14] Cc1ccc(-c2csc3ncn(CC(=O)O)c(=O)c23)cc1C
  A: -7 | B: -3 | C: -1 | D: 2 | E: 3 | F: 3 | G: 0 | H: -1 | I: 9 | J: -19

[15] CCOc1ccc(NC(=S)N(CCOC)C(C)c2cccnc2)cc1 (stereo not drawn)
  A: 0 | B: -6 | C: 5 | D: 4 | E: -8 | F: -1 | G: -3 | H: 1 | I: -9 | J: -13

[16] Fc1ccc(/C=N/Nc2nn[nH]n2)cc1
  A: 0 | B: -1 | C: -1 | D: -2 | E: -2 | F: 1 | G: 7 | H: -1 | I: 9 | J: -28

[17] CCOC(=O)c1[nH]ncc1CN1CCCC(C(=O)c2ccc(C(C)(C)C)cc2)C1 (stereo not drawn)
  A: 1 | B: -3 | C: -5 | D: 5 | E: -2 | F: -1 | G: -8 | H: 1 | I: 17 | J: -22

[18] CN1CCN(CCCNC(=O)c2cn(C)c3ccc(S(=O)(=O)N(C)C)cc3c2=O)CC1
  A: -1 | B: 1 | C: . | D: 4 | E: . | F: . | G: . | H: . | I: . | J: -8

[19] CC(C)CN(CC(C)C)CC(O)COc1ccccc1Br (stereo not drawn)
  A: 0 | B: -2 | C: 5 | D: -1 | E: -2 | F: 3 | G: -2 | H: -2 | I: 5 | J: -21

[20] CN1CCN(C(=O)c2cc3nc(-c4ccccc4)cc(-c4ccccc4)n3n2)CC1
  A: 3 | B: 4 | C: 0 | D: 1 | E: 2 | F: 1 | G: 27 | H: 2 | I: 3 | J: -11

(more compounds)
Labels used below – A = HSP90 refold inh; B = DYRK1A inh; C = Platelet DG rel; D = IEC-6 cytotox; E = HSF1 inh; F = GSK3B inh; G = aSyn UTR inh; H = GSK3A inh; I = HSF1 activator; J = KLF5 inh
[21] CC(=O)C(Cl)C(=O)Nc1ccccc1 (stereo not drawn)
  A: 1 | B: -4 | C: . | D: -6 | E: . | F: . | G: . | H: . | I: . | J: -4

[22] O=C(COc1cccc(Cl)c1)NNC(=S)Nc1ccccc1
  A: 3 | B: -5 | C: -8 | D: 7 | E: 0 | F: 1 | G: 8 | H: -2 | I: 12 | J: -3

[23] COC(=O)C(CC(=O)c1ccc(Cl)cc1)c1ccc(C(C)C)cc1 (stereo not drawn)
  A: 1 | B: -12 | C: 3 | D: -5 | E: 29 | F: 1 | G: -46 | H: -2 | I: 40 | J: -18

[24] C/C=C(\C)C(=O)NCCN1C2=NC[C@@H](Cc3ccccc3)N2C[C@H]1Cc1ccc(O)cc1
  A: 4 | B: 5 | C: -6 | D: -2 | E: 1 | F: 3 | G: 3 | H: -2 | I: 9 | J: -22

[25] Cc1cc(NC(=O)CCC(=O)N(CC(C)C)C(C(=O)NC(C)(C)C)c2ccccc2Cl)no1 (stereo not drawn)
  A: 4 | B: 1 | C: 3 | D: 0 | E: 4 | F: 2 | G: 15 | H: -1 | I: 10 | J: 10

[26] OC(CN1CC=C(/C=C/c2ccc(Br)cc2)CC1)c1ccccc1 (stereo not drawn)
  A: 0 | B: 0 | C: -2 | D: -8 | E: -7 | F: 1 | G: 1 | H: -6 | I: -6 | J: -22

A portion of the library; rates above refer to the full screens.
